Source: PubChem
AHR activator: activators of human aryl hydrocarbon receptor; AID 2796; P35869; activation, % at 5 µM; 320,000 compounds, 2.5% hits; AHR-responsive luciferase reporter cells, luminescence; in the data active = activation above about 47%;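 note: 0% = vehicle wells and 100% = reference agonist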
CIT2-GFP yeast: yeast TOR pathway CIT2-GFP modulation. S. cerevisiae CIT2-GFP strain, flow cytometry, 3 h; 100 means same as DMSO wells. 320,000 compounds, 0.065% hits. AID 2029. GFP response vs DMSO, % at 10 µM;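 active = GFP response relative to DMSO above a set limit, near the screen mean plus 3 SD, cut at about 150% in these data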;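 note: ratio of well median GFP fluorescence to mean of DMSO wells on the plate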
AGP1-GFP MLPCN: modulators of TOR pathway AGP1-GFP in S. cerevisiae. 320,000 compounds, 0.02% hits. GFP response vs DMSO, % at 10 µM. S. cerevisiae AGP1-GFP multiplex flow cytometry, 3 h; GFP as percent of DMSO wells;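 active = GFP response relative to DMSO above a set limit, near screen average plus 3 SD, cut at about 150% in these data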;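 note: median GFP channel fluorescence of the gated AGP1 strain per well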
MEP2-GFP yeast: alters MEP2-GFP fluorescence in TOR pathway yeast screen. S. cerevisiae MEP2-GFP strain, flow cytometry GFP, 3 h; 100% = DMSO control level. GFP response vs DMSO, % at 10 µM. 330,000 compounds, 0.51% hits. AID 2016;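 active = GFP response versus DMSO above a set limit, roughly screen mean plus 3 SD, cut at about 180% in these data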;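 note: median GFP fluorescence of the barcode-gated MEP2-GFP cells per well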
LAP4-GFP MLPCN: alters LAP4-GFP fluorescence in TOR pathway yeast screen; GFP response vs DMSO, % at 10 µM; 320,000 compounds, 0.34% hits; S. cerevisiae LAP4-GFP multiplex, flow cytometry GFP, 3 h; median GFP as percent of DMSO wells; AID 2023;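 active = GFP response vs DMSO above a set limit, about the screen mean plus 3 SD, cut at about 150% in these data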
procasp3 activ: activators of human procaspase-3; activation, % at 8.5 µM; 330,000 compounds, 0.11% hits; P42574; recombinant procaspase-3 D3A, Ac-DEVD-pNA absorbance 405 nm;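 active = activation above the mean of all tested compounds plus 3 SD, cut at about 21% in these data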;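 note: 0% = DMSO alone and 100% = DMSO wells spiked with extra 5 µM PC-3 D3A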
Target sequence (P42574 whole entry D9A/D28A/D175A): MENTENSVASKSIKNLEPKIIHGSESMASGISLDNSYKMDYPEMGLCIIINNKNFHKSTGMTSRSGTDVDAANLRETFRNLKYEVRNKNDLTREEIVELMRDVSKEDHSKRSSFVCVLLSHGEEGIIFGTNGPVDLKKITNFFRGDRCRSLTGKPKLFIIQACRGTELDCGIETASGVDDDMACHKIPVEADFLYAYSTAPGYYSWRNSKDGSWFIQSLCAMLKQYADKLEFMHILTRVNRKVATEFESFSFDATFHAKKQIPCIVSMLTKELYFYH
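Test system: Procaspase-3 D3A mutant; medium: Zinc-free HEPES/NaCl buffer with 0.01% Triton X-100 at pH 7.4; reagent: DEVD-pNA substrate; doses: one concentration, 8.5 µM nominal, 0.8% DMSO; times: 1 h preincubation plus 2 h reaction at 25 °C; signal: Epi-absorbance at 405 nm of released p-nitroaniline, 0 and 120 min; replicates: singlicate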
procasp7 counter: counter-screen: procaspase-7 (human) activation; P55210; recombinant procaspase-7, Ac-DEVD-pNA absorbance 405 nm; D23A/D198A/D206A triple mutant, cannot self-cleave; scale: DMSO 0, 5 µM enzyme 100; activation, % at 8.5 µM; 330,000 compounds, 0.093% hits; AID 463210;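 active = percent activation above the screen-wide mean plus 3 SD, cut at about 25% in these data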
Target sequence (P55210 whole entry D23A/D198A/D206A): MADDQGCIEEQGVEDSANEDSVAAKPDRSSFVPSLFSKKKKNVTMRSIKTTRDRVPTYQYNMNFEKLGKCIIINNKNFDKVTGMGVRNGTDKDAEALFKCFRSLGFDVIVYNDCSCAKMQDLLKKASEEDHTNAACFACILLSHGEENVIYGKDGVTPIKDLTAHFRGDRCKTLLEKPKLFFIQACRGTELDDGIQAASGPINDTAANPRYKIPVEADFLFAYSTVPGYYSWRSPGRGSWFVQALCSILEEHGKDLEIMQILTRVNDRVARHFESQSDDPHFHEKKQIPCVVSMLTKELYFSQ
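Assay system: Uncleavable procaspase-7 mutant enzyme / Input: 2 µM procaspase-7 mutant as dispensed / Dosing: single nominal 8.5 µM compound dose, 0.8% DMSO final / Timing: 1 h enzyme–compound preincubation and 2 h substrate reaction, both 25 °C / Detection: p-Nitroaniline absorbance at 405 nm, read at 0 and 120 min / Replication: singlicate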
RPL19A-GFP yeast: modulators of TOR pathway RPL19A-GFP in S. cerevisiae. S. cerevisiae RPL19A-GFP strain, flow cytometry, 3 h; active compounds read low. percent response vs DMSO, % at 10 µM. 330,000 compounds, 0.3% hits;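 active = percent response vs DMSO below 50%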;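 note: median channel GFP fluorescence of the barcoded RPL19A-GFP strain; ratio of sample median GFP to plate DMSO average so 100% = DMSO; lower means less RPL19A-GFP as with rapamycin TOR inhibition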
Numbers without * were called inactive; . = no result given. Compounds were not picked by outcome. About 3.5% of those tested had a hit in this group.

Sample of the layout (3 entries):
Field names: A = AHR activator; B = CIT2-GFP yeast; C = AGP1-GFP MLPCN; D = MEP2-GFP yeast; E = LAP4-GFP MLPCN; F = procasp3 activ; G = procasp7 counter; H = RPL19A-GFP yeast
(1) O=C(NNC(=O)c1ccccc1F)c1ccc(-n2cncn2)c([N+](=O)[O-])c1
  A: 1; B: 99; C: 100; D: 95; E: 96; F: -4; G: 5; H: 95

(2) CCOc1ccc(OCC)c(NC(=O)C2CCCN(c3nc(C)cc(C)n3)C2)c1 (stereo not drawn)
  A: 11; B: 98; C: 100; D: 100; E: 99; F: 0; G: 0; H: .

(3) CCCCOc1ccc(S(=O)(=O)NNC(=O)C2Cc3c(ccc4ccccc34)O2)cc1 (stereo not drawn)
  A: 11; B: 88; C: 102; D: 101; E: 94; F: 6; G: -3; H: 103

Main list, previewed entries included:
Field names: A = AHR activator; B = CIT2-GFP yeast; C = AGP1-GFP MLPCN; D = MEP2-GFP yeast; E = LAP4-GFP MLPCN; F = procasp3 activ; G = procasp7 counter; H = RPL19A-GFP yeast
(1) O=C(NNC(=O)c1ccccc1F)c1ccc(-n2cncn2)c([N+](=O)[O-])c1
  A: 1; B: 99; C: 100; D: 95; E: 96; F: -4; G: 5; H: 95

(2) CCOc1ccc(OCC)c(NC(=O)C2CCCN(c3nc(C)cc(C)n3)C2)c1 (stereo not drawn)
  A: 11; B: 98; C: 100; D: 100; E: 99; F: 0; G: 0; H: .

(3) CCCCOc1ccc(S(=O)(=O)NNC(=O)C2Cc3c(ccc4ccccc34)O2)cc1 (stereo not drawn)
  A: 11; B: 88; C: 102; D: 101; E: 94; F: 6; G: -3; H: 103

(4) CN(C)C(CN=C1NS(=O)(=O)c2ccccc21)c1ccco1 (stereo not drawn)
  A: 1; B: 95; C: 108; D: 99; E: 109; F: -3; G: 4; H: 104

(5) CCN(CC)C(=O)N(CC)Cc1ccccc1
  A: 2; B: 96; C: 104; D: 109; E: 95; F: 4; G: -8; H: 109

(6) c1ccc(CCN(Cc2ccccc2)Cc2nc(C3CC3)no2)cc1
  A: -1; B: 105; C: 102; D: 103; E: 93; F: 6; G: 0; H: 107

(7) CCOC(=O)C1CN(S(=O)(=O)c2ccc(OC)cc2)c2cc(S(=O)(=O)CC)ccc2O1 (stereo not drawn)
  A: -2; B: 94; C: 104; D: 98; E: 98; F: 11; G: -2; H: 98

(8) COc1cccc(C(=O)Nc2cccc(S(=O)(=O)NC3=NCCC3)c2)c1
  A: 5; B: 87; C: 95; D: 97; E: 95; F: 7; G: 3; H: 96

(9) O=c1[nH]c(Cc2cccs2)nc2ccccc12
  A: 3; B: 101; C: 103; D: 104; E: 105; F: 7; G: 2; H: 101

(10) Cn1c(=O)c(=O)n(C)c2cc(N3CCOCC3)c(NS(=O)(=O)c3ccc(Br)cc3)cc21
  A: -1; B: 97; C: 91; D: 92; E: 82; F: -6; G: 1; H: 97

(11) Cc1ccsc1/C=N/NC(=O)Cc1ccc(Cl)cc1
  A: -6; B: 107; C: 103; D: 96; E: 93; F: 3; G: 3; H: 101

(12) COc1cc([C@H]2OC[C@H]3[C@@H]2CO[C@@H]3c2ccc(O[C@H]3O[C@H](CO)[C@@H](O)[C@H](O)[C@H]3O)c(OC)c2)ccc1O[C@@H]1O[C@H](CO)[C@@H](O)[C@H](O)[C@H]1O
  A: -3; B: 88; C: 95; D: 95; E: 91; F: 2; G: 5; H: 96

(13) CCN(CC)c1ccc(C(=O)NC(=S)N2CCN(Cc3ccc4c(c3)OCO4)CC2)cc1
  A: 5; B: 95; C: 97; D: 99; E: 101; F: -21; G: 4; H: 98

(14) COc1ccc(OC)c(/C=N/c2oc(-c3ccco3)c(-c3ccco3)c2C#N)c1
  A: 8; B: 94; C: .; D: 99; E: 102; F: 5; G: -5; H: 100

(15) CCOC(=O)C1=C(C)NC(=O)NC1c1cccnc1 (stereo not drawn)
  A: 4; B: 83; C: 98; D: 93; E: 90; F: -4; G: 12; H: 94

(16) Cc1ccc(C)c(OCc2nc(-c3cccnc3)no2)c1
  A: 3; B: 97; C: 95; D: 107; E: 116; F: 5; G: -12; H: 98

(17) COc1ccc2[nH]c(=O)c(CN(C(=O)C(C)C)c3ccccc3OC)cc2c1
  A: 20; B: 102; C: 95; D: 103; E: 96; F: 7; G: 1; H: 104

(18) COc1cc(S(=O)(=O)N2CCCCCC2)ccc1-n1cnnn1
  A: 2; B: 92; C: 93; D: 100; E: 94; F: -1; G: -12; H: 96

(19) N#Cc1c(-c2ccc(Br)cc2)nc2n(c1=O)CCCS2
  A: 3; B: 118; C: 78; D: 130; E: 95; F: -2; G: 2; H: 97

(20) COc1ccc(C(C(=O)NC(C)(C)C)N(C(=O)Cn2nnc3ccccc32)c2ccc(C(C)=O)cc2)cc1O (stereo not drawn)
  A: -1; B: 92; C: 103; D: 99; E: 104; F: 2; G: 1; H: 96

(21) C=CCn1c(CCCOc2ccc(Cl)cc2Cl)nnc1SCC(=O)Nc1nccs1
  A: 10; B: 102; C: 111; D: 99; E: 89; F: 8; G: 10; H: 100

(22) COc1ccc(Cl)cc1NC(=O)CCN1CCN(C)CC1
  A: 3; B: 112; C: 117; D: 108; E: 106; F: 6; G: 16; H: 112

(23) CCN(C(=O)CSc1nnc(-c2ccc3c(c2)OCO3)o1)C1CCS(=O)(=O)C1 (stereo not drawn)
  A: -1; B: 100; C: 94; D: 100; E: 102; F: 3; G: 4; H: 98

(24) CN(C(=O)C1CCCN(c2ncnc3c2nc2n3CCCCC2)C1)c1cccc(Cl)c1 (stereo not drawn)
  A: 8; B: 97; C: 90; D: 89; E: 86; F: -1; G: -1; H: 95

(25) Cc1ccc2c(c1)c(C)c(C)n2CC(O)Cn1nc(C)c(Br)c1C (stereo not drawn)
  A: 18; B: .; C: 98; D: 94; E: 85; F: -3; G: 0; H: 99

(26) CN(C(=O)CC1C(=O)NCCN1Cc1ccccc1F)C1CCOCC1 (stereo not drawn)
  A: 4; B: 112; C: 96; D: 79; E: 74; F: 8; G: 4; H: 99

(27) Cc1cc(C(=O)COC(=O)c2csc3c2CCCC3)c(C)n1C
  A: -4; B: 111; C: 108; D: 107; E: 107; F: -5; G: -7; H: 110

(28) CC1(CCc2ccccc2)NC(=S)N(c2ccc(Cl)cc2)N1 (stereo not drawn)
  A: 55*; B: 121; C: 102; D: 121; E: 106; F: -9; G: -16; H: 108

(29) N=Nc1c(O)n(CC(=O)Nc2ccccc2)c2ccccc12
  A: -2; B: 104; C: 98; D: 106; E: 94; F: -3; G: -2; H: 103

(30) CN(c1ccc(OCC(=O)OCc2nnc(-c3ccccc3)o2)cc1)S(=O)(=O)c1ccc(Cl)cc1
  A: 0; B: 99; C: 102; D: 95; E: 104; F: 4; G: 8; H: 92

(31) Cc1cc(=O)[nH]c(SCCOc2cccc(C(F)(F)F)c2)n1
  A: -5; B: 97; C: 97; D: 98; E: 100; F: -1; G: 4; H: 97

(32) COc1cccc(/C=N/NC(=O)CNC(=O)/C=C\c2ccccc2)c1O
  A: 2; B: 98; C: 102; D: 106; E: 95; F: 12; G: 1; H: 102

(33) CCOc1ccc(NS(=O)(=O)c2cc(C(=O)NCC3CCCO3)ccc2Cl)cc1 (stereo not drawn)
  A: 1; B: 99; C: 103; D: 94; E: 100; F: 4; G: -4; H: 96

(34) CCN1CCN(c2ncnc3scc(-c4ccc(C)cc4)c23)CC1
  A: 0; B: 107; C: 103; D: 111; E: 94; F: -1; G: 6; H: 104

(35) CCCCN(C(=O)CCC(=O)Nc1cc(C)on1)C(C(=O)NC1CCCC1)c1ccccc1C (stereo not drawn)
  A: 5; B: 108; C: 107; D: 103; E: 102; F: 5; G: 2; H: 104

(36) c1coc(-c2nn3c(-c4ccco4)nnc3s2)c1
  A: 1; B: .; C: 99; D: 109; E: 119; F: -4; G: -19; H: 128

(37) Cc1ccc(NC(=O)CCNS(=O)(=O)c2ccccc2)cc1S(=O)(=O)N1CCOCC1
  A: 5; B: 101; C: 101; D: 103; E: 97; F: -2; G: -5; H: 99

(38) Cn1c(SCc2ccccc2)nc(C(F)(F)F)cc1=O
  A: 3; B: .; C: 102; D: 111; E: 95; F: -10; G: -9; H: 114

(39) CCOC(=O)CC1NC(=O)c2ccccc21 (stereo not drawn)
  A: 3; B: 95; C: 94; D: 99; E: 95; F: 5; G: 13; H: 98

(40) CCOC(=O)C1CCCN(CC(=O)Nc2c(F)c(F)c(F)c(F)c2F)C1 (stereo not drawn)
  A: -1; B: 103; C: 104; D: 101; E: 99; F: -3; G: -4; H: 103

(41) CCOC(=O)N1CCN(C(=O)C(=O)Nc2sc3c(c2C(N)=O)CC(C)(C)OC3)CC1
  A: -1; B: 113; C: 97; D: 100; E: 95; F: 9; G: 5; H: 106

(42) CC1=C(n2nnc3ccccc32)C(c2ccccc2)C(C#N)=C(N)O1 (stereo not drawn)
  A: 6; B: 92; C: 97; D: 98; E: 106; F: -4; G: -3; H: 97

(43) CC(C)CCN(CCC(C)C)C(CO)(CO)CO
  A: 0; B: 104; C: 110; D: 105; E: 110; F: 3; G: 4; H: 103

(44) O=C(N/N=C/c1cccc([N+](=O)[O-])c1)c1ccc(COc2ccccc2-c2ccccc2)cc1
  A: 8; B: 111; C: 103; D: 99; E: 93; F: -2; G: 13; H: 105

(45) CCc1ccccc1N(CC(=O)NC1CCCCC1)C(=O)CCC(=O)Nc1ccccn1
  A: 1; B: 102; C: 100; D: 98; E: 98; F: -2; G: 5; H: 101

(46) Cc1ccc(Nc2nnc(SCC(=O)Nc3cccc(S(=O)(=O)NC4=NCCCCC4)c3)s2)cc1
  A: 2; B: 108; C: 107; D: 103; E: 93; F: 7; G: -3; H: 105

(47) COc1nccnc1NS(=O)(=O)c1ccc(NS(=O)(=O)c2ccc(NC(C)=O)cc2)cc1
  A: -3; B: 105; C: 104; D: 96; E: 100; F: 5; G: 4; H: 101

(48) O=c1cc(-c2ccccc2)[nH]c2cc(F)ccc12
  A: 26; B: 78; C: 86; D: 94; E: 107; F: 8; G: -3; H: 98

(49) COc1cccc(CN(C)C(=O)c2csc3c2CCCC3)c1OC
  A: 2; B: 104; C: 93; D: 96; E: 93; F: -4; G: 4; H: 95

(50) CC(C)(Oc1ccc(Cl)cc1)C(=O)N/N=C/c1cn[nH]c1-c1ccccc1
  A: 5; B: 101; C: 92; D: 100; E: 101; F: 5; G: -7; H: 101

(51) O=C(COC(=O)/C=C/C(=O)N1CCN(c2ccccc2)CC1)NCc1ccc(F)cc1
  A: 1; B: 121; C: 132; D: 119; E: 119; F: 5; G: -1; H: 124

(52) CCOc1ccc(-c2n[nH]c(C)c2-c2ccccn2)c(O)c1
  A: 9; B: 96; C: 108; D: 107; E: 92; F: -3; G: 0; H: 104

(53) O=C(CCc1nc2ccccc2c(=O)[nH]1)NNC(=O)c1ccccc1Cl
  A: 5; B: 99; C: 105; D: 105; E: 99; F: -1; G: 10; H: 102
